ALOX12 inh: ALOX12 (human) lipoxygenase inhibition | P18054 | purified 12hLO, xylenol orange hydroperoxide absorbance | actives 1.1% (n = 580,000) | Potency, µM (highest dose often 108 µM), for inactives: top-dose activity change, negative = inhibition, usual class: inhibitors | AID 1671190; also: % is scaled to controls: 0 for no effect and ±100 for the full control effect
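Purified human 12hLO at 150 nM in 25 mM Hepes, 0.01% Triton X-100, pH 7.0, preincubated 15 min at room temperature with compound. Reaction started with 40 uM arachidonic acid, 30 min at room temperature. Hydroperoxide measured by Fe-xylenol orange, 573/405 nm absorbance ratio.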
RGS4 inhibitor: blocks human RGS4-accelerated GTP hydrolysis | P49798 | Transcreener GDP fluorescence polarization, RGS4-accelerated GTP hydrolysis | Potency, µM (doses to about 114 µM), for the others: at the top dose activity change, negative = inhibition, hits mostly inhibitors | actives 0.039% (n = 390,000) | AID 504845; also: % is scaled to controls: 0 for no effect and ±100 for the full control effect; nearly all actives have a fitted effect of over 75% in size; some results filed as inactive show a strong effect at the top dose
Target sequence (P49798 whole entry, looked up): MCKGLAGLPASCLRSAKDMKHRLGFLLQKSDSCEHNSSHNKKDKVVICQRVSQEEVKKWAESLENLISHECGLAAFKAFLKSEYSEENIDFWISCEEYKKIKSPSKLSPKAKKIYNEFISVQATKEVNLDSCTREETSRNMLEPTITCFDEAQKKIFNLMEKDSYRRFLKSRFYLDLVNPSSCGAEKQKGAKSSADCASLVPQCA
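MLSMR compounds (23 nl, pin-transferred) preincubated 10 min at room temperature with a 500nM (2x) first reagent, then RGS4 at 900nM (2x) plus Transcreener GDP mix added; fluorescence polarization (620/688 nm) read before and after 90 min at 30 °C.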
TrxR1 inh: inhibitors of rat thioredoxin reductase 1; O89049; recombinant rTrxR1, NADPH fluorescence consumption, selenite substrate; Potency, µM (top dose mostly 114 µM), for inactives: at the top dose activity change, negative = inhibition, most hits filed as inhibitors; actives 1% (n = 390,000); AID 588453; also: % is scaled to controls: 0 for no effect and ±100 for the full control effect; nearly all actives have a fitted effect of over 65% in size
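Rat TrxR1 (90 nM in the dispensed reagent) was pre-reduced with 400 uM NADPH for 5 min at room temperature, then incubated with compound for 15 min. After 400 uM selenite was added, NADPH fluorescence (Ex 340/Em 450 nm) was followed for 8 min.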
JMJD2A Tudor: JMJD2A Tudor domain (human) inhibition | O75164 | AlphaScreen JMJD2A-Tudor / H3K4me3 peptide binding | Potency, µM (titrated, usually from 114 µM), for the others: at the top dose activity change, negative = inhibition, hits mostly inhibitors | actives 4.4% (n = 390,000); also: % is scaled to controls: 0 for no effect and ±100 for the full control effect; nearly all actives have a fitted effect of over 50% in size
Pin1 inhibitor: human Pin1 inhibition; Q13526; actives 0.009% (n = 390,000); Potency, µM (series often up to 115 µM), without a hit: at the top dose activity, negative = inhibition, hits mostly inhibitors; AID 504891; Pin1 FP peptide displacement, HiFluor488, 10 min; active = well fitted inhibition curve with a large enough effect in the polarisation, with a control signal flat, not every such curve was filed as active; inconclusive = small, poorly fitted or top-dose-only effect, or effect the other way, or a change in a side signal; inactive = no such curve, though single readings can be large or run the other way; the % refers to the polarisation; also: % is scaled to controls: 0 for no effect and ±100 for the full control effect
Target sequence (Q13526 whole entry, looked up): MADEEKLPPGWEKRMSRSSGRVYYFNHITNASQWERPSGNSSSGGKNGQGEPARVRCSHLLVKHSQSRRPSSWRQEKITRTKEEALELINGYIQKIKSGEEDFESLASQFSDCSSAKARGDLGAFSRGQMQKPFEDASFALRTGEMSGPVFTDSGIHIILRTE
PGK inhibitor: T. brucei PGK inhibition | Potency, µM (doses to about 57.5 µM), for inactives: top-dose activity change, negative = inhibition, usual class: inhibitors | PGK/GAPDH coupled, Kinase-Glo luminescence, 60 min | actives 0.043% (n = 380,000) | P07378; also: % is scaled to controls: 0 for no effect and ±100 for the full control effect; nearly all actives have a fitted effect of over 60% in size
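Recombinant glycosomal PGK reaction used 1,3-bisphosphoglycerate generated in-well by GAPDH (100nM final) in 100mM TEA pH 7.6, 5mM MgCl2, 0.01% Tween-20. After 60 minutes at room temperature, ATP was read by Kinase-Glo Plus luminescence end-point.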
GLS inhibitor: inhibitors of human glutaminase (GLS) | O94925 | GLS enzymatic activity, qHTS titration | Potency, µM (highest dose often 45.5 µM), inactives show at the highest dose activity change, negative = inhibition, most hits filed as inhibitors | actives 0.21% (n = 410,000) | AID 624170; also: % is scaled to controls: 0 for no effect and ±100 for the full control effect
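Two-point fluorescence kinetic (t0, 30 min RT) for hKGA; glutamate detected via glutamate oxidase–HRP–Amplex Red. Substrate: 1 mM L-glutamine solution; buffer 45 mM KH2PO4, pH 8.2.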
ERG Ets-DNA blk: ERG Ets/DNA interaction inhibition. fluorescence polarization, His-ERG Ets domain / labelled DNA. AID 624246. Potency, µM (titrated, usually from 76.9 µM), without a hit: at the highest dose FP activity, negative = inhibition, hits mostly inhibitors. P11308. actives 0.028% (n = 370,000); active = well fitted inhibition curve with a large enough effect in the polarisation, with a control signal flat; inconclusive = small, poorly fitted or top-dose-only effect, or effect the other way, or a change in a side signal; inactive = no such curve, though single readings can be large or run the other way; the % refers to the polarisation;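 also: polarization taken with two DNA probes labelled with fluorescein and Texas red; % of control where 0% means no effect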
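His-tagged ERG Ets domain (1 uM in the protein solution; 300mM KCl, 50mM Tris-HCl, 1mM EDTA, 1mM DTT, pH 7.5) received compound, then a probe mix of 5 nM fluorescein-DNA and 100nM Texas-615-DNA. Fluorescence polarization was read for both dyes.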
HP1b chromo inh: blocks HP1-beta chromodomain binding to methylated histone tails | AlphaScreen HP1-beta / biotin-H3K9me3 peptide binding | Potency, µM (titrated, usually from 114 µM), for inactives: at the highest dose activity change, negative = inhibition, usual class: inhibitors | actives 0.56% (n = 390,000) | AID 540317; also: nearly all actives have a fitted effect of over 70% in size; inactives centre near 23
Target sequence (P83916 whole entry, looked up): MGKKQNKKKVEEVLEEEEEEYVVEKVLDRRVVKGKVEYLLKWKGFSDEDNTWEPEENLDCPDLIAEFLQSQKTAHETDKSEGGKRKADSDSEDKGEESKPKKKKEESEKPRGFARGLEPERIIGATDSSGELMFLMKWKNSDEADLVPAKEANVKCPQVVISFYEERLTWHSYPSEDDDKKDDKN
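AlphaScreen: HP1-beta (50 nM) preformed 30 min with biotin-H3(1-18)K9me3 peptide (50 nM) in PBS pH 7.4, 0.01% Tween-20. Compound added for 30 min at RT, then streptavidin donor/nickel chelate acceptor beads (10 ug/mL) for 30 min.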
* = called active by the depositor; i = inactive; u = inconclusive; [ ] = another dose, or the depositor's remark. Unless noted, calls follow the shape of the dose curve; as a rule, active = well fitted curve in the direction sought with a large enough effect; inconclusive = small, poorly fitted or top-dose-only effect, or another doubt; inactive = no such curve, though single readings can be large; an effect the other way counts as inactive or inconclusive. Potency is read from the fitted curve at half-maximal effect.

ALOX12 inh | RGS4 inhibitor | TrxR1 inh | JMJD2A Tudor | Pin1 inhibitor | PGK inhibitor | GLS inhibitor | ERG Ets-DNA blk | HP1b chromo inh | SMILES
18% | -10% | -5% | -12% | 0% | -10% | -2% | 7% | 39%[activator] | CCC(C)C(NC(=O)c1ccccc1NC(=O)c1ccccc1)C(=O)N1CCOCC1 (configuration not stated)
-11% | -4% | 6% | -18% | 11% | -7% | -4% | 8% | 3% | Cc1cc2cc(C)c(NCCNC(=O)c3cccc(F)c3)nc2cc1C
-3% | 6% | -1%[2.29 µM] | -17% | -1% | -5% | -1% | -6% | 34% | CC(C)(C)C(=O)N(Cc1ccc(Cl)cc1)c1cnccn1
-19% | -13% | 0% | -9% | -1% | -4% | 5% | 5% | 23% | COc1cc(OC)cc(-c2nnc(SCC(=O)Nc3cccc(C(=O)O)c3)s2)c1
18% | 17% | -14%[57.1 µM] | -10% | -6% | i | 4% | 10% | 22% | CC(=O)NC12CC3CC(C1)CC(C(=O)N1CCN(S(=O)(=O)c4ccccc4C#N)CC1)(C3)C2
u | -7% | 2%[57.1 µM] | 2.8µM* | 5% | 2% | 2% | 2% | u | Cc1ccccc1OCCNCC(C)O (configuration not stated)
0% | 1% | 18% | 28% | u | 8% | -1% | 4% | 76%[activator] | O=C(Nc1ccc(Cl)c(Cl)c1)C1CCCCC1
-3% | 15% | -9% | -1% | 1% | 0% | 9% | -4% | 24% | CCOC(=O)c1c(NC(=O)COC)sc(C)c1C
5% | 9% | 9% | -2% | 7% | 1% | 21% | 10% | 22% | CSc1ncccc1C(=O)NNC(=O)c1ccc(NS(=O)(=O)c2cccs2)cc1
0% | -29% | -18% | u | u | 1% | 48%[activator] | u | -15% | CCOC(=O)C1C(=O)NC(SCC(N)=O)=C(C#N)C1c1ccccc1OCC (configuration not stated)
0% | -7% | 14% | -8% | 14% | -8% | -6% | 1% | 42%[activator] | CC(C)OC(=O)c1ccc(NC(=O)CSc2nc3ncccc3[nH]2)cc1
32µM* | 6% | 19% | u | -4% | -8% | 8% | -9% | -1% | Cc1ccc(S(=O)(=O)NNC(=O)c2sccc2-n2cccc2)cc1
-4% | -22% | 25% | -15% | -2% | i | -2% | -2% | -2% | CCN(C[C@H]1N[C@@](Cc2ccccc2)(C(=O)OC)[C@H]2C(=O)N(C)C(=O)[C@@H]12)C(=O)c1ccccc1
-7% | -22% | -13% | -14% | -4% | i | -5% | 6% | 39%[activator] | COCCNC(=S)N1CCc2cc(OC)c(OC)cc2C1COc1ccc(F)cc1 (configuration not stated)
159%[activator] | -10% | 25% | -20% | -10% | -5% | -3% | -12% | 25% | CC1(C)C(=O)Nc2ccccc2N1C(=O)COC(=O)CNS(=O)(=O)c1ccc(Br)cc1Cl
-19% | 3%[56.9 µM] | 22% | 1% | -1% | -3% | 1% | -3% | 48%[activator] | N/C(=N\OC(=O)CN1C(=O)c2ccccc2C1=O)c1ccc(Br)cc1
0% | 22% | 17% | -9% | 2% | 2% | -11% | -11% | 20% | Cc1cnc(C(=O)NC2CC(C)(C)Cc3c2cnn3-c2cccc(F)c2)cn1 (configuration not stated)
u | -46% | -7% | 40µM* | 0% | i | 36%[activator] | 4% | 16µM* | COc1ccc(N2CCC(CNC(=O)Nc3cccc(OC)c3)C2)cc1 (configuration not stated)
u | -13% | -33% | u | -4% | 6% | 21% | 2% | 9% | CCc1nnc(NS(=O)(=O)c2ccc(NC(=S)NC(=O)c3ccncc3)cc2)s1
2% | 13% | 22% | -5% | -2% | 0% | -2% | -6% | 25% | C=C(C)C1CC=C(C)/C(=N\NC(=O)CCC(=O)Nc2ccc(C)c(C)c2)C1 (configuration not stated)

Compounds shown so far with four or more nitrogen atoms (five):
ALOX12 inh | RGS4 inhibitor | TrxR1 inh | JMJD2A Tudor | Pin1 inhibitor | PGK inhibitor | GLS inhibitor | ERG Ets-DNA blk | HP1b chromo inh | SMILES
18% | 17% | -14%[57.1 µM] | -10% | -6% | i | 4% | 10% | 22% | CC(=O)NC12CC3CC(C1)CC(C(=O)N1CCN(S(=O)(=O)c4ccccc4C#N)CC1)(C3)C2
5% | 9% | 9% | -2% | 7% | 1% | 21% | 10% | 22% | CSc1ncccc1C(=O)NNC(=O)c1ccc(NS(=O)(=O)c2cccs2)cc1
0% | -7% | 14% | -8% | 14% | -8% | -6% | 1% | 42%[activator] | CC(C)OC(=O)c1ccc(NC(=O)CSc2nc3ncccc3[nH]2)cc1
0% | 22% | 17% | -9% | 2% | 2% | -11% | -11% | 20% | Cc1cnc(C(=O)NC2CC(C)(C)Cc3c2cnn3-c2cccc(F)c2)cn1 (configuration not stated)
u | -13% | -33% | u | -4% | 6% | 21% | 2% | 9% | CCc1nnc(NS(=O)(=O)c2ccc(NC(=S)NC(=O)c3ccncc3)cc2)s1

Screening results from PubChem.

These rows are one share of the data (hit frequency here may not be typical).
